Screening results deposited in PubChem by National Center for Advancing Translational Sciences (NCATS).
ERK AVP block = vasopressin-driven ERK pathway inhibition; HEK293-V1b, vasopressin-stimulated pERK AlphaScreen; Potency, µM (top dose mostly 57.5 µM), without a hit: at the top dose activity, negative = inhibition, actives largely listed as inhibitors; 0.99% of 72,000 active; AID 995; further: potency means the concentration at half of the fitted maximal effect; on the % scale 0 is the no-effect control and ±100 the full control effect; nearly all actives have a fitted effect of over 55% in size
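V1b-HEK293 cells; cpd 30 min 37C; 25 nM vasopressin 5 min; lyse 10 min; AlphaScreen beads 5 hr RT. Normalized to DMSO basal and 25 nM vasopressin; AC50 by Hill fit.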
BRCT PPI green = BRCA1 BRCT-phosphoprotein interaction inhibition; P38398; BRCA1 BRCT-phosphopeptide binding, green fluorescence polarization; Potency, µM (doses to about 76.9 µM), for the others: at the highest dose activity change, negative = inhibition, most hits filed as inhibitors; 0.05% of 75,000 active; AID 875;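 further: potency means the concentration at half of the fitted maximal effect; plate controls were peptide without protein for full effect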
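Fluorescence polarization: His-tagged BRCT (~35 kDa BRCA1 C-terminus, 250 nM) bound to 100 nM fluorescein-labeled phosphorylated 10-aa BACH1 peptide, pH 7.3 phosphate buffer with DTT and Tween 20. Compounds incubated 12 min at room temperature; inhibition read as lowered polarization.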
Caspase-7 inhib = caspase-7 (human) inhibition, allosteric or competitive | P55210 | recombinant caspase-7, Ac-DEVD-AFC fluorescence rate | Potency, µM (titrated, usually from 57.5 µM), inactives show at the highest dose activity change, negative = inhibition, actives largely listed as inhibitors | 0.02% of 75,000 active; active means well fitted inhibition curve with a large enough effect in the main read-out, with a control signal flat, not every such curve was filed as active; inconclusive means small, poorly fitted or top-dose-only effect, or a change in a side signal; further: potency means the concentration at half of the fitted maximal effect; % of control where 0% means no effect
HEK293 cAMP ctrl = raises cAMP in parental HEK293 cells, TSHR agonist counter-screen | Potency, µM (series often up to 57.1 µM), inactives show at the highest dose activation, usual class: activators | parental HEK293 CNG cAMP sensor, membrane potential fluorescence | 2.5% of 73,000 active; further: potency means the concentration at half of the fitted maximal effect; % of control where 0% means no effect; nearly all actives have a fitted effect of over 55% in size
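Parental HEK 293 cells stably expressing a cAMP-gated CNG channel were loaded with membrane potential dye containing 100 uM RO 20-1724 for 60 min. Compound added for 30 min; depolarization read as fluorescence intensity at 590 nm.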
FLuc inh = blocks Photinus pyralis firefly luciferase activity; 2.2% of 72,000 active; P08659; purified firefly luciferase, luminescence, 8 min; Potency, µM (top dose mostly 57.1 µM), for the others: at the top dose activity change, negative = inhibition, most hits filed as inhibitors; further: potency means the concentration at half of the fitted maximal effect; on the % scale 0 is the no-effect control and ±100 the full control effect; nearly all actives have a fitted effect of over 40% in size
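qHTS concentration-response profiling: light output of P. pyralis luciferase with luciferin and 10 uM ATP, imidazole buffer pH 7.2. Read by luminescence after 8-min room-temperature incubation.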
CRE-bla Fsk = modulators of forskolin-stimulated CRE signaling in CHO cells. CHO CRE-bla reporter (cAMP response element driving beta-lactamase), forskolin EC10, beta-lactamase ratio. 2.5% of 71,000 active. Potency, µM (titrated, usually from 38.2 µM), without a hit: at the highest dose activity change, negative = inhibition, most hits filed as activators; active means well fitted activation curve with a large enough effect in the signal ratio, with a control signal flat, not every such curve was filed as active; inconclusive means small, poorly fitted or top-dose-only effect, or effect the other way, or a change in a side signal; the % refers to the signal ratio; further: potency means the concentration at half of the fitted maximal effect; % of control where 0% means no effect
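CRE-bla CHO cells stimulated with EC10 NKH 477 (water-soluble forskolin) and compound titrations, 3 h at 37C; beta-lactamase read with CCF4 after 2 h at room temperature. Activity from 460/530 nm emission ratio, AC50 values for positive or negative modulation.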
Caspase-1 inhib = allosteric or competitive inhibitors of human caspase-1; Caspase-1 enzyme, Ac-WEHD-AFC fluorogenic rate; Potency, µM (series often up to 57.5 µM), for the others: at the top dose activity change, negative = inhibition, actives largely listed as inhibitors; 0.03% of 75,000 active; AID 900; P29466;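 further: potency means the concentration at half of the fitted maximal effect; plate controls were vehicle for no effect and no substrate for full effect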
Tau filament bind = binders of human tau filaments; P10636; recombinant tau filaments, thioflavin S fluorescence, 15 h; filaments grown with octadecylsulfate alongside compound; AID 596; 2% of 71,000 active; Potency, µM (series often up to 57.1 µM), without a hit: at the top dose activity change, negative = inhibition;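 further: potency means the concentration at half of the fitted maximal effect; on the % scale 0 is the no-effect control and ±100 the full control effect; actives lower thioflavin S fluorescence by blocking filaments or displacing dye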
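His-tagged recombinant human tau (exons 2, 3 and 10 included), 1 uM, was induced to fibrillize by 30 uM sodium octadecylsulfate with compound present. After 15 h at 37 C, thioflavine S fluorescence (ex 450, em 510 nm) was read.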
A350 fluor = A350 region autofluorescence; Compound autofluorescence, 340/450 nm, Alexa 350 dye-equivalents; active compounds read high; max dye-equivalent concentration, M; 11% of 59,000 active; AID 590; in the data active means max dye-equivalent concentration above about 10 nM; inconclusive means mostly about 1.1 nM to 9.6 nM
BRCT inh red = BRCT-phosphoprotein interaction inhibition (red fluorophore); P38398; BRCT-phosphopeptide binding, red fluorescence polarization; Potency, µM (titrated, usually from 76.9 µM), inactives show top-dose activity change, negative = inhibition, actives largely listed as inhibitors; 0.03% of 75,000 active; AID 892; further: on the % scale 0 is the no-effect control and ±100 the full control effect
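Rhodamine-labelled pBACH1 10-mer (100 nM) bound to BRCT domain (100 nM) at pH 7.3; compounds incubated 12 min room temperature, polarization read. Free peptide defines full inhibition; unlabelled decapeptide titrated as control.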
USP2a inhib = inhibitors of human ubiquitin-specific protease USP2a; O75604; USP2a enzymatic assay, qHTS inhibition; Potency, µM (series often up to 38.3 µM), without a hit: top-dose activity change, negative = inhibition, hits mostly inhibitors; 0.1% of 60,000 active; AID 927;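 further: potency means the concentration at half of the fitted maximal effect; nearly all actives have a fitted effect of over 60% in size; plate controls were DMSO for no effect and NEM full inhibition control for full effect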
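USP2 core (20 nM final) was preincubated with compound for 30 min at RT in 20 mM Tris-HCl pH 8.0, 2 mM CaCl2, 2 mM beta-mercaptoethanol; Ub-PLA2 (20 nM) plus NBD C6-HPC (20 uM) then added, fluorescence read after 2.5 h.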
* hit, by the source's call; i = inactive; ? = inconclusive; . = not tested or not shown; [ ] = dose if it differs, or a comment. Unless noted, the call rests on the fitted dose curve; in most records, active means well fitted curve in the direction sought with a large enough effect; inconclusive means small, poorly fitted or top-dose-only effect, or another doubt; inactive means no such curve, though single readings can be large; an effect the other way counts as inactive or inconclusive.

Results follow in this order: ERK AVP block, Caspase-7 inhib, BRCT inh red, Tau filament bind, FLuc inh, CRE-bla Fsk, USP2a inhib, HEK293 cAMP ctrl, Caspase-1 inhib, BRCT PPI green, A350 fluor
COc1ccc(OC)c(-c2cc(C(=O)O)c3cc4ccccc4cc3n2)c1
  10%[11.5 µM], -13%[11.5 µM], -2.8%[15.4 µM], -6%[11.4 µM], 1%[11.4 µM], 15%[7.6 µM], ., 3%[11.4 µM], 2%[11.5 µM], -4.3%[15.4 µM], i
Brc1ccc(Nc2c3c(nc4ncnn24)CCC3)cc1
  ?, -13%, 0.9%, 20%, -1%, 14%, 17%, ?, -4%, 0.9%, i
CCCCNc1ncnc2c1cnn2-c1ccc(C)cc1C
  ., -1%, -1.4%, -4%, -5%, -3%, ., 7%, 2%, -3.1%, .
CCN1C(=O)[C@H]2[C@H]3[C@H](O)[C@H](O)C/C(=N/OC/C=C(\C)CCC=C(C)C)[C@@H]3CC[C@@H]2C1=O
  11%[11.5 µM], -1%[11.5 µM], 0.1%[15.4 µM], ., 0%[11.4 µM], ., ., -2%[11.4 µM], -3%[11.5 µM], -1.2%[15.4 µM], .
O=C(Nc1ccncc1)c1cncc(Br)c1
  -24%, 0%, -1.8%, -9%, -1%, ?, 4%, 3%, 0%, -0.9%, i
Cc1cccn2c(=O)c3cc(C(=O)N4CCCc5ccccc54)n(C)c3nc12
  13%, -3%, 0.2%, 14%, 1%, ?, 0%, 2%, -2%, -1.6%, 3.7e-08M*
O=C1NC(=O)c2cc([N+](=O)[O-])ccc21
  -12%, 0%, -0.3%, 4%, ., -8%, ., -2%, 0%, -2.0%, .
COc1cc(CN/C(C)=C(\C#N)C(N)=O)cc(OC)c1OC
  -18%, 0%, -0.7%, 2%, 2%, 24%, 0%, ?, 0%, -0.6%, i
COc1ccc(C2/C(=C(/O)c3ccccc3)C(=O)C(=O)N2CC(C)O)c(OC)c1 (stereo unspecified)
  5%, 0%, -0.4%, -22%, 0%, ?, 4%, 2%, 0%, -0.7%, ?
Cc1[nH]c2ccccc2c(=O)c1CN(C)Cc1ccccc1
  -2%, 1%, 1.1%, -15%, -5%, -3%, 2%, -3%, -1%, 2.8%, ?
CC(=O)SCC[N+](C)(C)C
  7%, 0%, 2.0%, 6%, 1%, -2%, 1%, -16%, 1%, 1.1%, i
Cc1nnc(Sc2nc3ccccc3o2)c2ccccc12
  -1%, 0%, -1.0%, ?, -16%, ?, 17%, 8%, 1%, -1.2%, i
CCc1nc(SCC(=O)N2CCCc3ccccc32)c2c(=O)n(C)c(=O)n(C)c2n1
  ., -1%, -1.1%, -10%, 1%, -12%, ., ?, -2%, -4.1%, .
CC(=O)c1cc2c(cc1O)OC(C)(C)C=C2
  2%, -1%, 0.6%, ., ., ., 9%, ., 1%, 1.8%[3.08 µM], .
Cc1ccc(-n2ncc3c(NCC4CCCO4)ncnc32)c(C)c1 (stereo unspecified)
  -12%, -1%, 0.1%, -14%, -8%, 1%, 4%, 2%, 0%, -0.2%, i
Cc1ccc(OCC2Cn3c(nc4c3c(=O)n(C)c(=O)n4C)O2)cc1 (stereo unspecified)
  -4%, -1%, 0.5%, 2%, 2%, 3%, 6%, 6%, -1%, -1.7%, i
Cc1occc1-c1nnc(SCC(=O)c2c(N)n(Cc3ccccc3)c(=O)n(C)c2=O)n1C
  17%, 0%, 0.1%, 4%, -1%, -11%, 5%, -7%, 1%, -0.7%, i
CCNc1nc2c(c(=O)n(Cc3ccccc3)c(=O)n2C)n1Cc1ccccc1
  -29%, 0%, -0.5%, -2%, 2%, ?, 5%, -13%, -1%, -2.7%, i
O=C(Cn1c(=O)oc2ccccc21)N(Cc1ccccc1)C1CCS(=O)(=O)C1 (stereo unspecified)
  -3%, 1%, -1.6%, 13%, -1%, -3%, -2%, 22%, 2%, 2.3%, i
CCCCNC(=O)COC(=O)c1cc2c(C)nn(-c3ccccc3)c2s1
  -11%, -2%, 1.1%, 56%, 2%, 5µM*, 7%, ?, 1%, -0.8%, i
CCOc1ccc(C(C)=O)cc1N1C(=O)C2C3C=CC(C3=C(C)C)C2C1=O (stereo unspecified)
  11%, 0%, 0.0%, 4%, 1%, -15%, 5%, -8%, 1%, 1.4%, i
CCN(C(=O)COC(=O)c1cc(C)n(-c2ccc(F)cc2)c1C)C1CCS(=O)(=O)C1 (stereo unspecified)
  14%, -2%, -0.8%, -10%, -2%, ?, 4%, 12%, 4%, -1.3%, i
Cc1cccc(C)c1NC(=O)CNc1ccccc1
  -4%, 0%, 0.6%, 5%, 1%, -19%, -5%, 18%, 2%, 0.3%, i
Cc1ccc(C(N)=O)cc1S(=O)(=O)Nc1cccc(C)c1C
  9%, -3%, -1.1%, 4%, -1%, -10%, 4%, -4%, -2%, -2.2%, ?
O=C1OCCC1Sc1nc(-c2ccccc2)cs1 (stereo unspecified)
  -18%, -2%, -1.8%, -2%, -15%, 2%, -3%, -4%, 0%, -1.1%, i
CCn1c(SCC(=O)Nc2cc3oc4ccccc4c3cc2OC)nnc1-c1cccs1
  -17%, -1%, -1.4%, 96%, -2%, ?, 18%, -4%, -1%, -0.3%, i
CC1CC(C)CN(CCC(=O)Nc2cccc(Cl)c2)C1 (stereo unspecified)
  -3%, -1%, 0.6%, 20µM*, 0%, -9%, 15%, 7%, -1%, -0.9%, .
Cc1ccc(-c2c3c(=O)n(C)c(=O)n(C)c3cn2N2CCOCC2)cc1
  -28%, -1%, -0.4%, 2%, 0%, ?, 7%, -1%, -1%, 0.4%, ?
Cc1ccc(OCC(=O)Nc2ccc(S(=O)(=O)Nc3onc(C)c3C)cc2)cc1
  1%, 1%, 1.5%, -2%, -2%, -6%, 7%, 5%, 1%, 1.9%, i
CC(=O)OC[C@@H]1O[C@@H](O/N=C2/C[C@@H](O)[C@@H](O)[C@@H]3[C@@H]4C(=O)N(C[C@@H]5CCCO5)C(=O)[C@H]4CC[C@H]23)[C@H](OC(C)=O)[C@H](OC(C)=O)[C@@H]1OC(C)=O
  5%[11.5 µM], 0%[11.5 µM], 1.7%[15.4 µM], ., 1%[11.4 µM], ., ., -3%[11.4 µM], 2%[11.5 µM], -1.0%[15.4 µM], .

Overlap with the part before: 3 entries, then new ones.
Results follow in this order: ERK AVP block, Caspase-7 inhib, BRCT inh red, Tau filament bind, FLuc inh, CRE-bla Fsk, USP2a inhib, HEK293 cAMP ctrl, Caspase-1 inhib, BRCT PPI green, A350 fluor
Cc1ccc(-c2c3c(=O)n(C)c(=O)n(C)c3cn2N2CCOCC2)cc1
  -28%, -1%, -0.4%, 2%, 0%, ?, 7%, -1%, -1%, 0.4%, ?
Cc1ccc(OCC(=O)Nc2ccc(S(=O)(=O)Nc3onc(C)c3C)cc2)cc1
  1%, 1%, 1.5%, -2%, -2%, -6%, 7%, 5%, 1%, 1.9%, i
CC(=O)OC[C@@H]1O[C@@H](O/N=C2/C[C@@H](O)[C@@H](O)[C@@H]3[C@@H]4C(=O)N(C[C@@H]5CCCO5)C(=O)[C@H]4CC[C@H]23)[C@H](OC(C)=O)[C@H](OC(C)=O)[C@@H]1OC(C)=O
  5%[11.5 µM], 0%[11.5 µM], 1.7%[15.4 µM], ., 1%[11.4 µM], ., ., -3%[11.4 µM], 2%[11.5 µM], -1.0%[15.4 µM], .
CCc1nnc(NC(=O)CSc2nc3cccnc3n2C2CCCCC2)s1
  -25%, -3%, -0.4%, 5%, 0%, ?, 38%[activator], 11%, -4%, 1.1%, i
C=CCOc1ccccc1C1C2=C(CC(C)(C)CC2=O)Nc2c1c(=O)n(C)c(=O)n2C (stereo unspecified)
  -10%, -18%, -0.4%, 81%, 2%, 12%, 17%, 3%, -15%, 1.1%, 8.2e-07M*
COc1ccc(-c2cc(C(F)(F)F)n3nc(C(=O)N4CCOCC4)nc3n2)cc1
  -6%, -10%, -0.6%, -22%, 0%, ?, 4%, -4%, -12%, -2.0%, 1.1e-07M*
CCC(CO)NCc1ccc2c(c1)n(C)c(=O)n2C (stereo unspecified)
  0%, 0%, 1.4%, -19%, 2%, -4%, 7%, 0%, 2%, -0.9%, i
CC1CCN(S(=O)(=O)N2CCC(C(=O)NCc3cccs3)CC2)CC1
  10%, 1%, 0.4%, 26%, 1%, -8%, 2%, -3%, -1%, -0.7%, 1.7e-08M*
S=c1[nH]nc(-c2ccco2)n1-c1cccc2ccccc12
  -23%, -1%, 0.5%, 0%, 2%, -14%, 4%, 14%, -2%, 0.2%, ?
COCCCNC(=O)Cn1nnc(-c2ccccc2NC(=O)c2ccccc2F)n1
  -7%, 0%, 0.4%, 6%, 1%, 4%, 8%, ?, 2%, -1.7%, i
O=c1ccsn1Cc1ccccc1
  -1%, -1%, -0.7%, 8%, 20µM*, ?, -9%, 1%, -1%, -1.7%, 1.3e-08M*
